# High-throughput results (PubChem BioAssay)
# EPAC1 antagonist: antagonists of human EPAC1; Potency, µM (doses to about 115 µM), for the others: at the top dose activity change, negative = inhibition, most hits filed as inhibitors; hit rate 0.14% among 360,000; EPAC1 GEF assay, Rap1b-BODIPY-GDP exchange fluorescence;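 further: potency means the concentration at half of the fitted maximal effect; plate controls were vehicle for no effect and positive control for full effect; nearly all actives have a fitted effect of over 50% in size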
# Target sequence (O95398 whole entry, looked up): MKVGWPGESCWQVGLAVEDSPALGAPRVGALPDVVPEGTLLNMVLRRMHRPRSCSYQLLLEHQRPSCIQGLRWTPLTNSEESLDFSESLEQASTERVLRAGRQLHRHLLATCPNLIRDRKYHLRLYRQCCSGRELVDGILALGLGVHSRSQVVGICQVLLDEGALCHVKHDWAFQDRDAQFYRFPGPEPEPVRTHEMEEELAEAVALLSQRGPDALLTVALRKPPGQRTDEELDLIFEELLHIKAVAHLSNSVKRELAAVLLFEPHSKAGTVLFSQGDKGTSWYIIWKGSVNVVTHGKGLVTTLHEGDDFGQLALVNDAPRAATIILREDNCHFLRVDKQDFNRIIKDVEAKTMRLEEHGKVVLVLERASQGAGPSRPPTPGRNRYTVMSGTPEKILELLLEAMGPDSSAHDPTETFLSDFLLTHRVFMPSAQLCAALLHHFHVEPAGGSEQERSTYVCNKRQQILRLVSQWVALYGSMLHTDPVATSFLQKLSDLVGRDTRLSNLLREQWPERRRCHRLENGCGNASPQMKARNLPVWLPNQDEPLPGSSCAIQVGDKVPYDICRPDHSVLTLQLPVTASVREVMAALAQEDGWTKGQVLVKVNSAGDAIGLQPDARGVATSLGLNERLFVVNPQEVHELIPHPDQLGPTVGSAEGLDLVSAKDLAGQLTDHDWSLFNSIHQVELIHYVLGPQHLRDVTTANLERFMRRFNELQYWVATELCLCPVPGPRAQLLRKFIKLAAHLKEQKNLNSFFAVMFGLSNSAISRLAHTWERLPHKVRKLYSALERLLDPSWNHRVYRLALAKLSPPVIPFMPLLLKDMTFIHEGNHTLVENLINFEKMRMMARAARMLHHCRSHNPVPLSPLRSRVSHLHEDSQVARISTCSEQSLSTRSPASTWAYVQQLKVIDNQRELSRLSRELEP
# PI5P4Ka inh: PI5P4K alpha (human) kinase inhibition | P48426 | PI5P4Kalpha enzyme, ADP-Glo luminescence, 60 min; stronger effect = lower value | max response, % | hit rate 1.2% among 330,000; active means max response of -50% or lower; inconclusive means between -30% and -50%; inactive means -30% or higher; further: value at the top dose of about 77 µM; on the % scale 0 is the no-effect control and ±100 the full control effect
#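 Compounds were pin-transferred onto PI5P4Kalpha and substrate in HEPES pH 7.4 buffer with EGTA, CHAPS and 5% DMSO. ATP (5 microM final) started the reaction, which ran 60 minutes at room temperature before ADP-Glo detection.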
# EPAC2 ag: activates human EPAC2 exchange factor; AID 720711; hit rate 0.079% among 360,000; Q8WZA2; EPAC2 activation, biochemical qHTS; response scale: 100% = 6.5 mM cAMP response; Potency, µM (doses to about 154 µM), for the others: top-dose activation, actives largely listed as activators; further: potency means the concentration at half of the fitted maximal effect; nearly all actives have a fitted effect of over 50% in size
#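 Nucleotide exchange monitored as fluorescence drop when BODIPY-GDP leaves Rap1B. Reaction: 100 nM EPAC2, 250 nM RAP1B-BODIPY-GDP, 50 uM GDP, room temperature, kinetic read over 30 min. Activity expressed relative to 6.5 mM cAMP.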
# IL-2 act: IL-2 activation | AID 652025 | hit rate 0.065% among 360,000 | activation, % (series mostly up to about 46 µM) | IL-2 activation reporter assay, cell-based qHTS; stimulated with anti-CD3/CD4/CD28 beads; in transgenic mouse T cells; in the data active means activation above about 50%; inconclusive means mostly about 30% to 49%; further: 0% is about no effect
#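 Readout is EGFP and DsRed signal by fluorescent plate cytometry after 18 h at 37 degrees C. Transgenic mouse T cells (750/well) received compound for 60 min before bead stimulation (anti-CD3, anti-CD4, anti-CD28); memory T cells served as non-tolerant control.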
# WRN inhibitor: blocks human WRN helicase. Q14191. WRN helicase unwinding, fluorescent forked duplex, kinetic. Potency, µM (series often up to 114 µM), for the others: at the top dose activity change, negative = inhibition, usual class: inhibitors. hit rate 0.46% among 360,000. AID 651768; further: potency means the concentration at half of the fitted maximal effect; on the % scale 0 is the no-effect control and ±100 the full control effect; nearly all actives have a fitted effect of over 55% in size
#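 Kinetic fluorescence helicase assay: unwinding of a quenched forked DNA duplex (100 nM final) with 2 mM ATP final raises red fluorescence (525/598 nm). Compounds sat 15 min at room temperature with 20 nM WRN beforehand.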
# CCT chaperon mod: cytosolic chaperonin activity modulation; hit rate 0.3% among 360,000; activity change, % (concentration not given with the values), hits read low; purified chaperonin ATPase assay, HTRF ADP detection, 30 min; in the data active means activity change below about -30%; further: on the % scale 0 is the no-effect control and ±100 the full control effect
#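 ATPase activity: ADP formed was measured by HTRF Transcreener (665/615 nm ratio) after 30 min at 37 deg C with 10 uM ATP. Compounds screened at one 76 uM concentration against 40 or 20 nM TRiC in Tris pH 7.4/KCl/MgCl2/DTT buffer.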
# EPAC1 ag: EPAC1 (human) agonism | EPAC1 agonist qHTS, biochemical assay; response scale: 100% = response to 6.5 mM cAMP | Potency, µM (series often up to 154 µM), without a hit: top-dose activation, most hits filed as activators | hit rate 0.073% among 360,000 | AID 720707 | O95398; further: potency means the concentration at half of the fitted maximal effect; nearly all actives have a fitted effect of over 60% in size
#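 Normalized to 6.5 mM cAMP, activity reflects EPAC1-catalysed release of BODIPY-GDP from Rap1B, followed kinetically over 30 min at 480 nm excitation, 540 nm emission. Reaction contained 100 nM EPAC1, 250 nM Rap1B-BODIPY-GDP, 50 uM GDP.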
# PLK1 PBD inh: blocks phosphopeptide binding to human PLK1 polo-box domain | P53350 | Plk1 PBD binding of FITC phosphopeptide, fluorescence polarization | Potency, µM, for the others: max response, negative = inhibition, hits mostly inhibitors | hit rate 2.8% among 360,000; further: potency means the concentration at half of the fitted maximal effect; series mostly up to about 57 µM; on the % scale 0 is the no-effect control and ±100 the full control effect; nearly all actives have a fitted effect of over 65% in size
# Starred values were filed as active, the others as inactive; ? = inconclusive; . = not tested or not shown. Unless noted, the call rests on the fitted dose curve; in most records, active means well fitted curve in the direction sought with a large enough effect; inconclusive means small, poorly fitted or top-dose-only effect, or another doubt; inactive means no such curve, though single readings can be large; an effect the other way counts as inactive or inconclusive. This is a subset, so the mix of outcomes need not match the whole.
SMILES,EPAC1 antagonist,PI5P4Ka inh,EPAC2 ag,IL-2 act,WRN inhibitor,CCT chaperon mod,EPAC1 ag,PLK1 PBD inh
O=C(Nc1cccc([N+](=O)[O-])c1)N(c1ccccc1)c1ccccc1,-19%,4,15%,0.0,0%,-1.8,7%,-1%
CCOC(=O)c1sc(N=NC2=C(O)CCCC2=O)c(C(=O)OCC)c1C,?,-57*,-19%,1.6,?,-5.0,-17%,-16%
Cc1cccc(N(C(=O)Cc2cccs2)C(C(=O)NCc2ccco2)c2ccncc2)c1 (configuration not stated),28%,-1,2%,-0.3,1%,1.1,6%,0%
CCOc1ccc(C(=O)NNC(=O)CNC(=O)c2ccc(C)s2)cc1OC,3%,4,2%,0.5,-5%,-0.7,-6%,3%
S=c1[nH]nc(C2CCCCC2)n1/N=C/C(Cl)=C\c1ccccc1,-2%,0,16%,0.4,-28%,-2.2,0%,-23%
O=C(Nc1ccc(N2CCOCC2)cc1)C1CCN(C(=O)OCc2ccccc2)CC1,-8%,-8,10%,1.7,-1%,-1.4,-7%,-6%
O=c1[nH]c(Nc2ccc(F)cc2)cc2ccccc12,?,.,19%,17,-11%,-0.2,0%,-29%
Cc1cccc(-n2c(Cc3ccccc3)nnc2SCC(=O)N2CCOCC2)c1,-11%,2,8%,-0.2,-4%,-4.7,1%,-6%
C#CCOc1c(Br)cc(/C=C2/C(=O)ON=C2C)cc1OCC,7%,0,1%,-1.6,6%,-3.7,0%,4.2µM*
O=C(c1cc(-c2ccc(O)cc2)on1)N1CCN(c2ccccc2)CC1,?,-14,22%,-1.4,-5%,-1.2,15%,34µM*
C#CCOCCOCCOCCNc1nc(N2CCN(C(=O)Cn3cc(CCCCN)nn3)CC2)nc(N2CCN(C(=O)[C@H](C)n3cc(CCC(=O)O)nn3)CC2)n1,12%,2,-2%,-0.2,3%,1.7,-19%,4%
CN(C)c1ccc([C@@H]2[C@@H]([N+](=O)[O-])[C@H]3C=Cc4ccccc4N3[C@H]2C(=O)c2ccc(Cl)cc2)cc1,-1%,-10,9%,-0.5,?,-6.7,8%,-1%

# Structures from the list above containing four or more nitrogen atoms:
SMILES,EPAC1 antagonist,PI5P4Ka inh,EPAC2 ag,IL-2 act,WRN inhibitor,CCT chaperon mod,EPAC1 ag,PLK1 PBD inh
S=c1[nH]nc(C2CCCCC2)n1/N=C/C(Cl)=C\c1ccccc1,-2%,0,16%,0.4,-28%,-2.2,0%,-23%
Cc1cccc(-n2c(Cc3ccccc3)nnc2SCC(=O)N2CCOCC2)c1,-11%,2,8%,-0.2,-4%,-4.7,1%,-6%
C#CCOCCOCCOCCNc1nc(N2CCN(C(=O)Cn3cc(CCCCN)nn3)CC2)nc(N2CCN(C(=O)[C@H](C)n3cc(CCC(=O)O)nn3)CC2)n1,12%,2,-2%,-0.2,3%,1.7,-19%,4%

# (continued)
SMILES,EPAC1 antagonist,PI5P4Ka inh,EPAC2 ag,IL-2 act,WRN inhibitor,CCT chaperon mod,EPAC1 ag,PLK1 PBD inh
C#CCn1c(=NC(=O)c2cccs2)sc2cccc(OCC)c21,-17%,2,6%,-0.7,3%,-3.8,6%,-10%
Cn1cccc1C(=O)NC(=O)COC(=O)c1ccc(S(C)(=O)=O)cc1,4%,1,-6%,-0.3,-7%,0.9,-5%,-4%
CCC(C)NS(=O)(=O)c1ccc(OCC(=O)NCc2ccccn2)cc1 (configuration not stated),-1%,1,0%,-0.5,-2%,-2.0,0%,1%
O=C1c2cc(S(=O)(=O)N(CCO)CCO)ccc2-c2ccc(S(=O)(=O)N(CCO)CCO)cc21,7%,-7,1%,-0.4,-5%,-1.1,3%,5%
O=C(COc1ccccc1[N+](=O)[O-])N(Cc1cccc(Br)c1)C1CCS(=O)(=O)C1 (configuration not stated),7%,-5,7%,-2.6,-3%,-2.6,12%,-17%
Cc1csc(NC(=O)C2CCN(C(=O)c3ccccc3C)CC2)n1,-2%,-1,-9%,0.1,11%,1.4,-4%,2%
COc1ccc2cc3c(N)c(C(=O)N4CCCC4)sc3nc2c1,3%,-14,-11%,0.0,-19%,-1.5,3%,-7%
COc1ccc(CN(CCN)C2CC(C)N(C)CC2C)cc1 (configuration not stated),7%,0,3%,1.6,-25%,1.2,-1%,-10%
CC(C)(C(N)=O)N1CCN(c2ncc(C(F)(F)F)cc2Cl)CC1,16%,2,-3%,-0.4,4%,-0.8,-10%,-1%
CCN(CC(=O)Nc1ccc2c(c1)OCCO2)Cc1nc2cc(Cl)ccc2c(=O)[nH]1,-5%,0,6%,-0.2,-11%,1.7,-4%,-1%
CCOC(=O)CC(=O)CSc1nc2c(c(C)c1C#N)CCC2,0%,1,5%,-1.4,-4%,1.3,5%,-5%
CO/N=C(/CS(=O)(=O)c1ccc(Br)cc1)c1ccc(OC)cc1,-20%,0,-2%,-1.7,-6%,-2.1,0%,-15%
C=CCNC(=O)c1ccc(CNS(=O)(=O)c2ccc(NC(C)=O)cc2)cc1,24%,.,-9%,0.7,-3%,2.0,6%,-6%
CCOc1ccc(C(=O)NC(=S)Nc2ccc(N3CCCCC3)cc2)cc1[N+](=O)[O-],-7%,0,-9%,-3.3,-3%,0.9,1%,6µM*
O=C(c1ccccc1)c1c[nH]c(C(=O)NNc2cccc(Cl)n2)c1,27%,-2,-5%,0.7,2%,0.4,-2%,-4%
O=C(C1CCCO1)N(Cc1ccccc1)c1ccccc1 (configuration not stated),-19%,.,0%,0.8,-5%,-0.9,5%,0%
OCC1(CO)CCCC(CO)(CO)C1O,-3%,0,9%,-0.2,4%,-1.7,-3%,-4%
COc1ccccc1Cn1nnc2c(=O)[nH]c(C3CCN(C(=O)c4ccc(C)cc4)CC3)nc21,-7%,-21,9%,0.0,1%,-3.1,0%,-9%
Oc1cc2c(cc1O)CN(C(=S)NCCc1ccc(Cl)cc1)CCC2,-15%,1,-1%,-0.2,6%,-1.4,-4%,-11%
O=C(CSCc1ccccc1)N/N=C/c1ccc(OCC(=O)N2CCCCC2)cc1,0%,-5,7%,0.3,1%,-1.8,4%,-14%
Cc1ccn2c(-c3n[nH]c(=S)n3Cc3ccccc3)c(C)nc2c1,-11%,-29,-1%,1.0,-7%,1.8,5%,-16%
CC(C)(C(N)=O)c1ccccc1,16%,6,11%,-0.4,18%,-0.3,11%,-1%
CS(=O)(=O)Cc1ccc(C(=O)NCC2(N3CCCCC3)CCCCC2)cc1,12%,11,-6%,0.3,-4%,1.3,-10%,-1%
CCOC(=O)C1CCCN(C(=O)/C=C/c2ccccc2[N+](=O)[O-])C1 (configuration not stated),7%,3,0%,0.2,-21%,-1.4,5%,-13%
COc1ccc(Cc2nnc(SCc3nc4ccccc4c(=O)[nH]3)n2C)cc1,18%,.,4%,2.0,-16%,-0.3,6%,-1%
S=c1[nH]nc(-c2cccs2)n1/N=C/c1cn(-c2ccccc2)nc1-c1cccs1,11%,-25,3%,-5.3,-1%,-0.4,1%,-22%
CCN1CCN(c2ccc(S(=O)(=O)N3CCCCC3)cc2NC(=O)c2ccccc2)CC1,-6%,-3,8%,-0.8,0%,-2.1,-23%,4%
CCC(=O)Nc1c(C#N)c2nc3ccccc3nc2n1C1CCCCC1,-4%,-2,0%,5.2,-1%,-0.6,3%,0%
NS(=O)(=O)c1cccc(NC(=O)CC23CC4CC(C2)CC(CC(=O)Nc2cccc(S(N)(=O)=O)c2)(C4)C3)c1,-16%,3,5%,1.8,-10%,2.2,-2%,-5%
COc1ccccc1C(=O)NC(=S)Nc1ccccc1N1CCCCC1,4%,3,6%,-5.6,-8%,-0.8,6%,-2%
COc1ccc2[nH]c(=O)c(CNc3ccccc3C)cc2c1,?,-27,-2%,-2.7,-16%,2.1,2%,?
O=C(c1ccc2c(c1)OCO2)N(c1ccc(F)cc1)C1C=CS(=O)(=O)C1 (configuration not stated),3%,.,2%,-0.9,-5%,-3.9,4%,-3%
Cc1ccc(-n2nnnc2-c2ccccc2Br)cc1,-3%,2,11%,0.1,4%,-3.7,12%,-18%
O=C(Nc1ccc(N2CCOCC2)cc1)c1ccc(COc2ccccc2)cc1,6%,-1,4%,-0.1,9%,-0.5,0%,-14%
Cc1ccc(S(=O)(=O)N[C@H]2CCC[C@@H]2O)cc1,-24%,-4,7%,-0.1,4%,.,3%,-14%
Cc1cccc(OCC(=O)NNC(=O)c2cc3ccccc3oc2=O)c1,-6%,-2,8%,-0.5,2%,-1.2,0%,-8%
Cc1ccc(C)c(NC(=O)c2cc(-c3cc(C)ccc3O)n[nH]2)c1,-8%,19,-6%,-4.6,1%,1.3,-13%,4%
CCN(CC)CCn1c(=N)n(CCO)c2ccccc21,8%,-2,3%,-4.1,-1%,-1.9,-1%,2%
CCCCNC(=O)c1cc(-c2ccc(OC)cc2)on1,4%,.,2%,-2.2,-15%,-1.2,-4%,-5%
Cc1ccc(-c2noc(C3CCCN(C(=O)c4ccccc4Br)C3)n2)o1 (configuration not stated),-19%,-9,3%,0.3,-4%,0.1,-1%,-12%
Cc1ccc(CNC(=O)c2ccc(N3CCC4(CC3)CC(c3ccccc3)=NO4)c([N+](=O)[O-])c2)cc1,-12%,-10,13%,1.0,4%,-0.5,-18%,-12%
COc1cccc(OC)c1OC(=O)c1ccccc1,2%,-4,6%,-3.3,8%,-1.9,5%,-7%
COc1cccc(/C(C)=N/NC(=O)Cc2c(C)[nH][nH]c2=O)c1,-3%,-2,8%,-3.0,-4%,2.0,11%,1%
CC(OC(=O)c1ccco1)C(=O)Nc1nc(-c2ccccc2)cs1 (configuration not stated),-14%,1,16%,-0.8,6%,-0.8,19%,-13%
COc1ccccc1C1CC(c2ccc(Br)cc2)=NN1C(=O)c1cccnc1 (configuration not stated),-3%,-5,12%,-0.8,-10%,-3.4,21%,0%
O=C(Nc1ccccc1)Nc1ccc(F)cc1F,-4%,1,12%,-0.4,2%,1.0,1%,-7%
O=C(NC1CCCCC1)NC1CC2CCC(C1)N2C(=S)NCc1ccco1 (configuration not stated),11%,.,8%,-0.7,-9%,2.9,-3%,-3%
O=C(Cn1c(=O)oc2cc(S(=O)(=O)N3CCCC3)ccc21)Nc1cccc(C(F)(F)F)c1,4%,-1,-7%,-0.1,-17%,-3.9,1%,-8%
Cn1c(=O)[nH]c(=O)c2c1nc(NCCO)n2CCOc1ccccc1,17%,0,-2%,0.8,12%,0.4,1%,4%
O=C(c1ccc2c(c1)OCO2)C1CCCN(C(=O)Nc2ccc(F)cc2F)C1 (configuration not stated),6%,1,-1%,0.3,-5%,0.8,-13%,0%
